Source: PubChem (several laboratories)
FAS TE block: FAS thioesterase (human) inhibition; recombinant FAS-TE, OMFH fluorogenic substrate, fluorescence endpoint; inhibition, % at 15 µM; 0.67% of 360,000 active;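 active = compounds whose normalised, plate-corrected inhibition of enzyme fluorescence in the single-dose primary screen is 50% or more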;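 also: 0% = DMSO with enzyme and 100% = substrate without enzyme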
MLLE-PAM2 inh: blocks PAM2 peptide binding to the PABP1 MLLE domain | P11940 | GST-MLLE / FITC-PAM2 fluorescence polarization | inhibition, % at 20 µM | 0.36% of 360,000 active | AID 588489; in the data active = inhibition above about 35%, passing the limit was not always enough;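 also: plate controls were DMSO wells with GST-MLLE for no effect and wells lacking GST-MLLE protein for full effect; some results filed as inactive read as strong as hits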
MT1-MMP act inh: blocks activation of human MT1-MMP; P50281; HT1080 RFP-PRO-GFP cells, GFP/RFP ratio fluorescence, overnight; percent of plate control window, DMSO zero; GFP/RFP ratio change, % at 20 µM; 0.061% of 360,000 active;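 active = GFP/RFP ratio change of at least 30% with cell ATP level not reduced by more than half and red fluorescence within 50% of control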; also: strong numbers were not always called active
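system = RFP-PRO-GFP reporter HT1080 cells | dosing = 20 µM single dose, 1% DMSO | timing = overnight cell settling, then overnight compound exposure, 37 °C, 5% CO2 | read-out basis = GFP/RFP fluorescence ratio | controls = DMSO and RFP-L50D-GFP cell wells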
Rin1 Abl inh: blocks binding of human Rin1 to Abl | inhibition, % at 7.35 µM | 0.4% of 360,000 active | TR-FRET Rin1/Abl binding, biochemical | AID 588664 | P00519+Q13671; in the data active = inhibition above about 5%, passing the limit was not always enough
NadD block: NadD (S. aureus) enzyme inhibition. 0.78% of 360,000 active. AID 602399. purified NadD enzyme, colorimetric absorbance read-out. inhibition, % at 20 µM; in the data active = inhibition above about 26%; also: some compounds past the cut are filed as inactive
SKN-1 block: blocks SKN-1 activity in C. elegans; C. elegans VP596 Pgst-4::GFP/RFP ratio, acrylamide-induced, 24 h; inhibition, % at 21.8 µM; 0.49% of 360,000 active; AID 624304;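 active = interference check ratio from 0.5 to 1.5 plus GFP to RFP signal ratio inhibition reaching or exceeding a fixed threshold, cut at about 30% in these data, passing the limit was not always enough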; also: some compounds called inactive have numbers as strong as hits
Rpn11 block: inhibitors of human proteasome Rpn11 | O00487 | human 26S proteasome, Ub4-pepOG fluorescence polarization; 20S core pre-blocked with epoxomicin | calls only at 20 µM | 0.59% of 360,000 active | AID 588493;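 active = inhibition at 20 µM, scaled to each plate's controls, above about 33%, limit read from the data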
CSN deneddyl inh: CSN deneddylation inhibition; Q92905; Purified CSN, SCF-Nedd8-OG deneddylation, fluorescence polarization; inhibition, % at 12.5 µM; 0.38% of 360,000 active; AID 651999;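 active = pattern-corrected inhibition above about 35%, with an unprinted fluorescence ratio check between 0.5 and 1.5, limit read from the data, passing the limit was not always enough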;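 also: 0% = enzyme with substrate and 100% = substrate without enzyme; some results filed as inactive read as strong as hits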
Target sequence (Q92905 whole entry, looked up, one chain of several): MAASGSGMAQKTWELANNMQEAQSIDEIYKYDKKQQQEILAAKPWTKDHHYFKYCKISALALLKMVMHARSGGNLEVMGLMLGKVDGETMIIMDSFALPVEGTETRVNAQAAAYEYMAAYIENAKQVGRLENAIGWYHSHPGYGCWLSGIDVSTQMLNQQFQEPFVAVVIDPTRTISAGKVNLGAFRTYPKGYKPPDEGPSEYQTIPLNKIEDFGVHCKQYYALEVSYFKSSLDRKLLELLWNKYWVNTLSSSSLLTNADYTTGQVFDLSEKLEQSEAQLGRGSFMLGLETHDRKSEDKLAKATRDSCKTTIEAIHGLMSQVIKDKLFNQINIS
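Material: human Csn5 produced in HEK293T cells; Input: enzyme 0.24 nM; Reagent: SCFSkp2-Nedd8OG substrate at 10 nM final; Dosing: 12.5 µM compound; Incubation: 90 min reaction at room temperature; Detection: fluorescence polarization of the substrate; Evaluation: % inhibition of substrate cleavage by Csn5; Control set: substrate-only high control, full reaction low control.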
Neddyl block: cullin neddylation inhibition | 0.58% of 360,000 active | calls only at 25 µM | P61081+Q13564 | TR-FRET cullin neddylation, biochemical; in the data active = inhibition above about 36%
Target sequence (P61081 whole entry, looked up): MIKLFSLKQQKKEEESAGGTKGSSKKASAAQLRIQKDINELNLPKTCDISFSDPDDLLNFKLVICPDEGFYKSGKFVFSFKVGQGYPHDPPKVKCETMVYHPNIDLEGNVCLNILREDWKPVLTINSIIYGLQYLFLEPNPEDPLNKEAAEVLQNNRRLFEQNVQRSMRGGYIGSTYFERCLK
Target sequence (Q13564 whole entry, looked up): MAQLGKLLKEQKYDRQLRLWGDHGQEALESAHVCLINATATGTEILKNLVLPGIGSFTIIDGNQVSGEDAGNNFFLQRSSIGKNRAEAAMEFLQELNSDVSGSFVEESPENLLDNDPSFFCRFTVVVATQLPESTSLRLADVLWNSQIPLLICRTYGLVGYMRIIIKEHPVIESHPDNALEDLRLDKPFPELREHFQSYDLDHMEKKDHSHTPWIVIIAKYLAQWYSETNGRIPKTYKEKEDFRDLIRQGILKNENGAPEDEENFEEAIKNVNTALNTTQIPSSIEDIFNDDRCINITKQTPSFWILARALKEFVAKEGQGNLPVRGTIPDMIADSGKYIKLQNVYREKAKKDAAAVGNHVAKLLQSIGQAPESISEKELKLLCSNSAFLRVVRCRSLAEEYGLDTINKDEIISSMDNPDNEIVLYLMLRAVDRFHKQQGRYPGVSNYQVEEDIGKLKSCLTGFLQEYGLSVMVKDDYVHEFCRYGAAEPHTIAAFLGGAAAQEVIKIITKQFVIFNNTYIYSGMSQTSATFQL
* marks the source's active call; other numbers are inactive results; i = inactive; / = not tested or not shown; + = active, no number; & = joins results of further samples.

SMILES	FAS TE block	MLLE-PAM2 inh	MT1-MMP act inh	Rin1 Abl inh	NadD block	SKN-1 block	Rpn11 block	CSN deneddyl inh	Neddyl block
Cc1cnc(C)c(N2CCN(C(=O)C3CCC(=O)N(CCc4cccc(F)c4)C3)CC2)n1 (configuration not stated)	-2	10	-3	0	-4	8	i	10	i
N#CCC(=O)Nc1ccc(C(=O)OCC(=O)Nc2ccc3ccccc3c2)cc1	6	-21	2	0	46*	2	i	9	i
CCC(C)Sc1cccc(-c2nc3cc(C)ccn3c2NC2CCCCC2)c1 (configuration not stated)	14&31	-24	4	1	8&11	-5&-11	i	6&8	/
O=[N+]([O-])c1cc(C(F)(F)F)ccc1N1CCN(S(=O)(=O)c2ccc3ccccc3c2)CC1	27	-5	7	2	9	1	i	1	i
COC(=O)c1ccccc1NC(=O)c1ccc(COc2ccc3c(c2)CCC3)cc1	24	8	0	0	8	2	i	-4	i
O=C(O)C1(C(=O)O)CCC2(CCCCC2)CC1	-7	8	2	6	-2	3	i	-3	i
CC(=O)c1cccc(NC(=O)COc2cc(C)on2)c1	-3	8	-2	0	-4	13	i	0	i
C=C(C)Cn1c(SCC(=O)N/N=C/c2cccc(O)c2)nc2ccccc2c1=O	1	19	8	1	3	-4	i	-2	i
NC(=O)CSc1cn(Cc2ccc(F)cc2)c2ccccc12	-4	3	2	-2	-1	-2	i	1	i
CC(=O)c1ccc(OC(C)C(=O)Nc2cccc(S(=O)(=O)NCc3ccco3)c2)cc1 (configuration not stated)	0	-2	2	4	-3	-5	i	3	i
CS(=O)(=O)N(CC(=O)NC1CC2CCC1C2)c1ccc(Oc2ccccc2)cc1 (configuration not stated)	14	-3	3	7	-7	2	i	-4	i
C=CCc1cccc(/C=N/NC(=O)c2ccccc2OC)c1O	31	-10	2	-4	-3	14	i	-4	i
CN(C)c1ccc(C(=O)N2CCC2(C)C(=O)O)cc1 (configuration not stated)	-5	5	0	0	4	-2	i	-4	i
Cc1cc(C2C(=O)NC(=O)C2=O)c(C)cc1Br (configuration not stated)	-2	-9	2	-1	0	2	i	6	i
CC(C(=O)N1CCCc2ccccc21)N1CCN(S(=O)(=O)c2ccccc2F)CC1 (configuration not stated)	3	-15	1	1	4	10	i	0	i
O=C(NCc1cc(F)cc(C(F)(F)F)c1)C1CCC(=O)N(C2CCCC2)C1 (configuration not stated)	-5	2	5	4	-5	3	i	-2	i
N#Cc1c(SCC(=O)Nc2nncs2)sc2c(O)cc(=O)[nH]c12	-6	-8	-4	2	0	-11	+	34	i
CCC(CC)NC(=O)c1ccc2nc[nH]c2c1	-10	-6	2	2	5	-7	i	-5	i
C=CCOC(=O)C1=C(C)NC(=O)NC1/C=C/c1ccccc1OC (configuration not stated)	-4	12	3	-1	-9	11	i	0	i
O=C(Nc1ccccc1-c1nnc(SCc2ccc(Cl)cc2)o1)c1ccccc1	27	-99	-3	-1	-9	13	+	6	i
COCCNC(=O)C1C(=O)Nc2ccccc2C(=O)N1C1CCCC1 (configuration not stated)	/	/	0	/	/	-3	/	-1	i
Nc1nc2c(ncn2[C@@H]2O[C@H](CNS(=O)(=O)N3CCCC3)[C@@H](O)[C@H]2O)c(=O)[nH]1	-10	9	0	5	2	0	i	0	i
C=CCn1c(-c2cc3c(s2)CCC(CC)C3)n[nH]c1=S (configuration not stated)	11	-60	0	0	7	-4	i	-2	/
CC(C)NC(=O)NC(=O)CSc1nnc(-c2c[nH]c3ccccc23)o1	-2	-83	1	-1	-8	-22	i	2	i
CN(Cc1ccccc1)C(=O)COC(=O)C1CCN(S(=O)(=O)c2ccc3c(c2)OCCO3)CC1	0	-13	2	3	-2	-15	i	2	i
O=C(O)CCC(=O)c1ccc2c(c1)CCCC2	-4	8	-5	1	4	6	i	-6	i
Cc1ccc(CN2C(=O)CSC2c2cccnc2)cc1 (configuration not stated)	-5	1	4	-4	-2	10	i	-1	i
O=C(NCCC1=CCCCC1)c1cccc(S(=O)(=O)N2CCCCC2)c1	11	-7	-3	-2	-2	5	i	-2	i
FC(F)(F)c1ccc(C2NCCc3sccc32)cc1 (configuration not stated)	0	-10	0	-1	2	16	i	5	i
CCSc1nc2c(sc3ccccc32)c(=O)n1C(C)C	19	-82	-6	-4	10	23	i	1	i
NS(=O)(=O)c1ccc(N2CCOCC2)c(C(=O)NCc2ccc3c(c2)OCO3)c1	-5	5	-3	5	4	5	i	4	i
COCCN(C(=O)/C=C/c1ccccc1)c1c(N)n(Cc2ccccc2)c(=O)[nH]c1=O	-2	2	-12	2	4	52*	i	6	i
COC(=O)C1=C(CS(=O)(=O)c2ccc(Cl)cc2)NC(=O)NC1c1ccc(O)cc1 (configuration not stated)	-7	12	0	4	-5	10	i	3	i
C=CCN(CC=C)C(=S)Nc1ccc(OC)c(OC)c1	-14	-21	-3	1	1	8	i	-7	i
O=C(NCCc1nc(-c2ccccc2)cs1)c1ccc(Br)cc1	21	-1	-1	1	2	11	i	-2	i
O=C(Cc1nc2ccccc2[nH]1)c1ccc([N+](=O)[O-])cc1	10	5	6	0	2	4	i	1	i
O=C(COC(=O)/C(=C/c1cccs1)c1cccs1)NC(c1ccccc1)c1ccccc1	21	-9	-24	2	3	17	i	-9	i
CCOC(=O)c1ccc(OCCOc2ccccc2C)cc1	30	-15	-2	1	-5	1	i	1	i
COc1ccc(S(=O)(=O)N2CCOCC2)cc1NC(=O)CSc1nnnn1C1CC1	-6	-6	0	2	0	4	i	-3	i
C[C@H](NC(=O)C1CC(=O)N(c2ccc(F)cc2)C1)C(=O)N1CCCCC1 (some centres not stated)	-5	-4	-1	-1	-1	-2	i	1	i
COc1cc(OC)c(OC)cc1/C=N/NC(=O)C[n+]1ccccc1	-10	19	0	-3	-9	8	i	-18	i
CCOc1ccc(-n2cc(C(=O)c3cc(Cl)ccc3O)cc(C#N)c2=O)cc1	16	-25	-7	2	5	4	i	-1	i
CN(C)C(CNC1CC(C)(C)NC(C)(C)C1)c1cccc(F)c1 (configuration not stated)	-2	19	-2	0	-9	17	i	0	i
COc1ccc(COC(=O)c2ccc(Cl)c(S(=O)(=O)N3CC(C)OC(C)C3)c2)cc1 (configuration not stated)	28	-10	1	0	-3	6	i	6	i
Cc1ccc(CCNC(=O)C2CCN(S(=O)(=O)c3cccc4nonc34)CC2)cc1	-1	0	0	-4	4	4	i	-1	i
COc1ccc([C@H]2CC(=O)C=C(c3ccc4ccn(C)c4c3)C2)cc1	18	5	0	4	-2	-1	i	0	i
CNC(=O)CN(C)S(=O)(=O)c1ccc(F)cc1	-4	2	1	3	-8	1	i	-1	i
COc1ccccc1C(=O)N1CCN(C(=O)[C@H]2O[C@@H](n3cnc4c(N)ncnc43)[C@H](O)[C@@H]2O)CC1	-14	0	3	5	-3	14	i	-3	i
O=C(Nc1cccnc1)C1CCN(S(=O)(=O)c2cccs2)CC1	-3	-4	3	0	-3	7	i	2	i
CC(=O)c1ccc(NC(=O)Cn2cnc(S(=O)(=O)N3CCC(C)CC3)c2)cc1	-2	4	6	-1	0	6	i	-3	i

For reference, part of the list above.
SMILES	FAS TE block	MLLE-PAM2 inh	MT1-MMP act inh	Rin1 Abl inh	NadD block	SKN-1 block	Rpn11 block	CSN deneddyl inh	Neddyl block
COc1cc(OC)c(OC)cc1/C=N/NC(=O)C[n+]1ccccc1	-10	19	0	-3	-9	8	i	-18	i
CCOc1ccc(-n2cc(C(=O)c3cc(Cl)ccc3O)cc(C#N)c2=O)cc1	16	-25	-7	2	5	4	i	-1	i

Returning to the listing, repeating the 2 entries before the break.
SMILES	FAS TE block	MLLE-PAM2 inh	MT1-MMP act inh	Rin1 Abl inh	NadD block	SKN-1 block	Rpn11 block	CSN deneddyl inh	Neddyl block
O=C(Nc1cccnc1)C1CCN(S(=O)(=O)c2cccs2)CC1	-3	-4	3	0	-3	7	i	2	i
CC(=O)c1ccc(NC(=O)Cn2cnc(S(=O)(=O)N3CCC(C)CC3)c2)cc1	-2	4	6	-1	0	6	i	-3	i
CCCOP(=O)(c1ccc(N(C)C)cc1)C(O)c1cc(OC)c(OC)c(OC)c1 (configuration not stated)	-7	0	0	-4	5	0	i	0	i
O=C(CCN1C(=O)C2CC=C(Cl)CC2C1=O)NCc1ccccc1 (configuration not stated)	-5	-22	4	-1	1	13	i	1	i
O=C(c1ccccc1)N(Cc1nc2ccccc2c(=O)[nH]1)C1CCCC1	-3	6	3	-4	-16	8	i	-7	i
COc1ccc([C@@H]2CC(=O)[C@@H]3CN(S(=O)(=O)c4ccc(Cl)cc4)[C@H](c4ccc(C)cc4)C[C@@H]3N2S(=O)(=O)c2ccccc2)cc1	26	-5	-1	1	30*	2	i	0	i
COC(=O)CN(c1ccccn1)S(=O)(=O)c1ccccc1	-11	8	-5	4	0	-12	i	0	/
CCc1ccc(C(=O)CSc2n[nH]c(-c3ccncc3)n2)cc1	-10	-10	1	-2	1	-1	i	2	i
COc1ccc(-c2csc(NC(=O)c3c(OC)cccc3OC)n2)cc1	34	-3	-3	2	3	3	i	3	i
Clc1ccc2nc(-c3ccc4c(c3)OCO4)cn2c1	0	4	1	-2	-4	20	i	3	i
Cc1ccc(NC(=O)Cc2ccsc2)cc1Cl	5	14	4	0	0	9	i	-1	i
O=C(CN1C(=O)NC2(CCCCCCC2)C1=O)N1CCc2ccccc2C1	-3	3	2	1	3	-14	i	0	i
CC(OC(=O)CCCN=C1NS(=O)(=O)c2ccccc21)C(=O)Nc1ccccc1[N+](=O)[O-] (configuration not stated)	-6	-13	8	0	-5	12	i	-5	i
CCc1ccc(NC(=O)COC(=O)CCC2CCCC2)cc1	21	0	-3	0	-7	-4	i	4	i
C[C@@H](C(=O)Nc1cccc(S(=O)(=O)N2CCOCC2)c1)N1C(=O)C2CC=CCC2C1=O (some centres not stated)	-1	-24	-3	2	-1	-1	i	-5	i
CCOC(=O)c1sc(N)c(C#N)c1CSc1nc2ccc(C)cc2[nH]1	1	-120	2	-2	6	11	i	5	i
CCCN(CCC)C1Sc2ccc(C(=O)OC)cc2NC1=O (configuration not stated)	-10	-3	-5	-1	-3	6	i	1	i
COc1ccc(OC)c(NC(=O)CCNS(=O)(=O)c2ccc3c(c2)c(=O)n(C)c(=O)n3C)c1	-4	-14	4	3	3	2	i	-2	i
CCCc1c(C(=O)N/N=C/C(C)=C/c2ccco2)nnn1-c1nonc1N	4	-20	2	5	5	-11	i	7	i
CC(=O)c1ccccc1NC(=O)COC(=O)c1ccccc1NC(=O)c1ccccc1	6	2	0	0	-9	14	i	-3	i
Cc1cccc(-n2nc3c(c2NC(=O)c2ccco2)CSC3)c1C	0	9	-16	-1	44*	6	i	36*	i
O=[N+]([O-])c1ccc(CSc2nnc(SCc3ccccc3)s2)cc1	19	-93	-1	4	-1	11	i	-5	i
CC(C)C1C2=C(CC(C)(C)CC2=O)ON1c1ccccc1 (configuration not stated)	2	-7	-5	2	4	12	i	-4	i

Results in NadD block (4 entries from above):
| mol | NadD block |
| --- | --- |
| O=C(CN1C(=O)NC2(CCCCCCC2)C1=O)N1CCc2ccccc2C1 | 3 |
| CN(Cc1ccccc1)C(=O)COC(=O)C1CCN(S(=O)(=O)c2ccc3c(c2)OCCO3)CC1 | -2 |
| NC(=O)CSc1cn(Cc2ccc(F)cc2)c2ccccc12 | -1 |
| COc1ccc(COC(=O)c2ccc(Cl)c(S(=O)(=O)N3CC(C)OC(C)C3)c2)cc1 (configuration not stated) | -3 |
